Screening data: PubChem BioAssay, several laboratories
Hsp90 block: tumor Hsp90 inhibitors, primary screen, cell lysate, fluorescence polarization, NCI-N417 lysate. Cy3B-geldanamycin FP displacement. inhibition, % at 30 µM. Heat shock protein HSP 90-alpha (Homo sapiens), P07900. 0.35% of 64,000 active;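 active = inhibition above 50%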;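 also: 0% = tracer plus lysate wells and 100% = tracer alone without lysate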
Her2 expr inh: inhibitors of Her2 protein expression, primary screen, SKBR-3 cells, AlphaScreen, 66K library; Receptor tyrosine-protein kinase erbB-2 (Homo sapiens), P04626; SKBR-3 HER2 protein level, 18-24 h; stronger effect = lower value; HER2 level % of control, % at 10 µM; 0.69% of 65,000 active; AID 645, 2007;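 active = HER2 level under 5% of the carrier-only control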;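 also: 100% = DMSO carrier and 0% = 500 nM PU-H71 HSP90 inhibitor; lower value means stronger loss of Her2 protein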
M1 antagonist: antagonists of rat M1 muscarinic receptor | 3.4% of 64,000 active | B-score at 10 µM | AID 628, 2007 | CHO-M1 cells, Fluo-4 calcium, ACh EC80 antagonist mode; stronger effect = lower value | Muscarinic acetylcholine receptor M1 (Rattus norvegicus), P08482;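 active = calcium fluorescence response, raw or row-and-column corrected B-score, differing from the plate sample mean either way at a set confidence level, mostly lower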
Target sequence (P08482 whole entry, looked up): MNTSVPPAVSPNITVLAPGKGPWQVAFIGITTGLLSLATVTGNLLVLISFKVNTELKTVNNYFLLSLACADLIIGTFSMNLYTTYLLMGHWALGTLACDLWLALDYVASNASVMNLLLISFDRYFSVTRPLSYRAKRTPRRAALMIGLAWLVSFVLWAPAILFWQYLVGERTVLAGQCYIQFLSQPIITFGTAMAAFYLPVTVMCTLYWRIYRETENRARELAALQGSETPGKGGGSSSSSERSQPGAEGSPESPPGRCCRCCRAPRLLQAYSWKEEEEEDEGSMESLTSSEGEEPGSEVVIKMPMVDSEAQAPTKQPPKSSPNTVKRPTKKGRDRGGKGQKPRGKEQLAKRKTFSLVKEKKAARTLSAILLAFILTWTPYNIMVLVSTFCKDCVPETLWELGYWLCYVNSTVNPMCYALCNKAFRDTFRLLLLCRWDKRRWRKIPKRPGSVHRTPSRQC
Ec RNAP inh: E. coli RNAP inhibitors, biochemical | E. coli RNA polymerase, fluorescence transcription assay | AID 559, 2006 | inhibition, %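 (tested at 10 µM)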 | 0.2% of 62,000 active | DNA-directed RNA polymerase subunit beta (Escherichia coli (strain K12)), P0A8V2; in the data active = inhibition above about 20%;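 also: 0% = enzyme without compound and 100% = no enzyme blank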
M1 agonist: M1 muscarinic receptor agonists, primary screen, CHO-M1 cells, Fluo-4 calcium, agonist mode; Muscarinic acetylcholine receptor M1; Fluo-4 calcium fluorescence; stronger effect = higher value; B-score at 10 µM; 3% of 64,000 active; AID 626, 2007;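 active = fluorescence rise, raw or as B-score row- and column-corrected plate score, outside the 99.7% band of its plate's samples, either direction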
D1 allo mod: D1 CRE-luciferase signal change, two-sided – cell-based, HEK293 D1, dopamine EC30, D1 allosteric modulator project, primary screen. B-score at 10 µM. 5.9% of 58,000 active. D(1A) dopamine receptor (Homo sapiens), P21728. dopamine EC30 potentiation; actives deviate in either direction;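 active = luminescence count or its row- and column-corrected plate score outside the 99.7% band of the plate's sample wells, on either side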
Target sequence (P21728 whole entry, looked up): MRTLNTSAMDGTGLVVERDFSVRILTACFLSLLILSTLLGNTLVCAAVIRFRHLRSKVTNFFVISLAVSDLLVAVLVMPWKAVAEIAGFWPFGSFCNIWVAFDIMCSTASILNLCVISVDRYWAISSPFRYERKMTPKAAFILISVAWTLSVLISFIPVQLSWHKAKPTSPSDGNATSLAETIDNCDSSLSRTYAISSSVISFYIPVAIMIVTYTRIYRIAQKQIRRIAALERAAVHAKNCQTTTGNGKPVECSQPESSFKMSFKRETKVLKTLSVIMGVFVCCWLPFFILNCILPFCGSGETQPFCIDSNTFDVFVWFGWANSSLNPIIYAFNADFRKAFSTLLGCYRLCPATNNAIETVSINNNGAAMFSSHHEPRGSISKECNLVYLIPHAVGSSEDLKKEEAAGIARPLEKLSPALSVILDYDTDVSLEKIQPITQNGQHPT
Fluor 339 460: intrinsic fluorescence of library compounds, ex339/em460 – biochemical, MLSMR library, data from DPM-DC assay, artefact control, profiling panel. compound autofluorescence, ex339/em460 nm, NADH buffer; stronger effect = higher value; 1 = no-compound wells, NADH background. fluorescence fold increase at 10 µM. 5.5% of 65,000 active. AID 709, 2007;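 active = at 10 µM, mean starting fluorescence two-fold or more over control wells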;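 also: signal is the first read of a kinetic run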
5HT1a ag: human 5-HT1a receptor agonists, primary screen, cell-based, CHO, Ga15 NFAT-bla reporter; 5-hydroxytryptamine receptor 1A (Homo sapiens), P08908; CHO 5-HT1a Ga15 NFAT-bla reporter, FRET ratio; 0% basal, 100% maximal reference agonist; activation, % at 10 µM; 0.56% of 65,000 active;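 active = activation above the screen-wide mean activation plus 3 SD, cut at about 19% in these data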;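 also: 0% = DMSO wells and 100% = 5-CT at EC100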
NADH coupling: inhibitors of PK/LDH coupling enzymes, profiling panel, artefact control, biochemical, MLSMR library | 0.02% of 65,000 active | IC50, µM (top dose mostly 10 µM), for the others: at the highest dose inhibition | AID 774, 2007 | coupled PK/LDH NADH assays, four targets;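 active = single-dose screening hits from any of four coupled enzyme assays that gave an IC50 when retested across doses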;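 also: the DPM-DC format reads NADH fluorescence rather than 340 nm absorbance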
An asterisk follows results filed as active; . = not tested or not shown; [ ] = another dose, or the depositor's remark. Outcome played no part in choosing rows; overall some 16% were active at least once.

SMILES	Hsp90 block	Her2 expr inh	M1 antagonist	Ec RNAP inh	M1 agonist	D1 allo mod	Fluor 339 460	5HT1a ag	NADH coupling
Cc1cc(C)n(-c2nc3c(c(=O)[nH]c(=O)n3C)n2CC(O)COc2ccccc2)n1 (centres undefined)	1	88	0.89	3	-0.46	-0.046	1.1	-0.9	5%
CCc1ccc(N2CC(C(=O)Nc3nccs3)CC2=O)cc1 (centres undefined)	-2	112	-0.21	10	-0.12	-0.048	1.1	-1.5	4%
CC(C)(NCc1ccccc1Cl)C(=O)O	-2	88	0.12	1	-0.7	0.023	1.1	-3.7	4%
COC(=O)c1ccc(CN2C(=O)c3ccccc3S2(=O)=O)cc1	0	88	0.097	12	2.2	-2.2	1.1	-1.8	4%
COc1ccc(-c2noc(C3CCCN(S(=O)(=O)c4ccc(C)c(Cl)c4)C3)n2)cc1OC (centres undefined)	1	72	0.19	.	-0.31	-0.26	1.1	-3.1	5%
COC(=O)c1ccc(Oc2cc(C)nc(NCc3ccccc3)n2)cc1	-4	103	-0.21	7	-0.33	0.96	1.1	2.3	11%
CCOc1ccc(OCC)c(NC(=O)CN2CCN(c3cccc(C)c3)C(C)C2)c1 (centres undefined)	2	70	0.039	11	-0.34	.	1	2.2	15%
CCCCc1cc(=O)oc2c(CN(C)C)c(O)ccc12	-2	75	-0.68	-248	0.4	-0.97	3.6*	7.7	9%[fluoresces]
COc1cccc(OC)c1OCC(O)CN1CCN(c2ccccc2)CC1 (centres undefined)	0	130	0.41	4	-0.0034	-2.9	1.1	-2.5	15%
COC(=O)/C=C(\C)NC(=O)c1cccs1	-2	120	-0.13	8	-0.035	1.4	1	-1.4	9%
O=C(C1CCCO1)N1CCN(Cc2nc3ccccc3c(=O)[nH]2)CC1 (centres undefined)	2	86	0.34	0	-0.02	-0.69	1.1	-0.4	1%
O=C(NCc1cn2ccccc2n1)c1ccccc1	-1	102	.	2	.	.	1	-3.2	21%

Among those listed so far, 2 have a halogen:
SMILES	Hsp90 block	Her2 expr inh	M1 antagonist	Ec RNAP inh	M1 agonist	D1 allo mod	Fluor 339 460	5HT1a ag	NADH coupling
CC(C)(NCc1ccccc1Cl)C(=O)O	-2	88	0.12	1	-0.7	0.023	1.1	-3.7	4%
COc1ccc(-c2noc(C3CCCN(S(=O)(=O)c4ccc(C)c(Cl)c4)C3)n2)cc1OC (centres undefined)	1	72	0.19	.	-0.31	-0.26	1.1	-3.1	5%

Next section:
SMILES	Hsp90 block	Her2 expr inh	M1 antagonist	Ec RNAP inh	M1 agonist	D1 allo mod	Fluor 339 460	5HT1a ag	NADH coupling
OC(CNCCc1ccccc1)c1ccccc1 (centres undefined)	1	99	-0.034	6	-0.89	-0.48	1.1	-1.0	1%
O=C(O)c1ccc2nc(C(F)(F)F)[nH]c2c1	6	86	0.14	6	0.05	1.1	1.1	-1.5	9%
COCCCNC(=O)CCCn1c(=O)c2ccccc2n(CC(=O)Nc2c(C)cccc2C)c1=O	1	99	-0.021	-3	0.077	0.037	1	-1.1	1%
CCc1ccc(CC)c(S(=O)(=O)Nc2ccc(C(=O)O)c(O)c2)c1	2	96	0.52	-7	0.3	-0.37	1.1	-0.2	8%
O=c1oc2c(CN3CCOCC3)c(O)ccc2c2c1CCCC2	0	32	-1.5	-72	-1.6	1	3.8*	-2.8	12%[fluoresces]
O=C(NCCN1CCOCC1)c1ccc(CS(=O)(=O)c2ccc(Cl)cc2)o1	1	93	0.49	6	-0.018	0.039	1.1	-2.6	8%
COc1cc(CN(C)CCc2ccccn2)cc(OC)c1OC	0	72	-0.28	5	1	-1.2	1.1	-1.8	22%
COC(=O)c1[nH]c2cc(OC)ccc2c1NC(=O)CN1CCN(c2cccc(C)c2)C(C)C1 (centres undefined)	0	61	-0.1	12	-0.085	0.61	1.5	1.8	1%
Cc1ccc(-c2csc3nnc(SCC(=O)NCc4ccco4)n23)cc1	-3	100	-10*	3	0.49	1.3	1	-2.2	4%
C=CCn1c(=O)c2ccccc2n2c(SCC(=O)NCCc3ccccc3)nnc12	1	116	-0.082	14	-0.43	0.39	1.1	0.3	3%
COc1ccc(CN2C(=O)C(O)(CC(=O)c3c(C)n[nH]c3C)c3ccccc32)cc1OC (centres undefined)	-1	97	0.16	4	-1.1	0.67	1	-0.9	3%
COC(=O)C1=C(C)N(c2cc(Cl)cc(Cl)c2)C(=O)C1	.	112	-0.038	10	0.32	-0.017	1.1	-1.1	3%
CCOC(=O)c1ccc(NC(=O)C(CC)(CC)C(=O)OCC)cc1	1	182	-0.76	11	-0.057	0.44	1.1	1.7	4%
CSc1nc(N(CCO)CCO)c2sc3nc(-c4ccco4)c4c(c3c2n1)CCC4	.	32	-3.9*	-2	-0.89	2.1	2.3*	0.1	6%[fluoresces]
CC(=O)N1c2ccccc2C(=O)C1N1CCCCC1 (centres undefined)	.	91	-0.081	9	0	.	1.5	0.1	6%
CCOc1ccc(-n2c(SCC(=O)Nc3nccs3)nc3c(c2=O)SCC3)cc1	-9	64	-0.83	12	-0.11	-0.0013	1.1	-0.6	3%
Cc1cc(C)n2c(SCC(=O)Nc3ncc(C(F)(F)F)cc3Cl)nnc2n1	-1	96	0.29	11	-0.62	-0.26	1.1	-1.5	6%
CN=C(Nc1cc(C)nn1-c1ccccc1)c1ccc(F)cc1	4	96	-0.42	-4	-0.32	-0.15	1.1	-0.1	7%
COc1cccc(C(=O)n2cnnc2N)c1OC	-3	119	-0.0014	7	0.65	-0.55	1	-3.0	2%
CC(C)c1cc(C(=O)Nc2cccnc2)no1	-7	97	0.065	7	0.078	-3.9	1	-4.2	2%
CCn1c(SCC(=O)O)nc2sc3c(c2c1=O)CCC3	-7	274	0.016	6	-0.87	0.87	1	-0.1	4%
COc1ccc(OC)c(NC(=O)CCN2CCCC(C)C2)c1 (centres undefined)	41	66	-0.3	4	-0.0028	.	1.1	1.5	8%
CCOC(=O)C1CCN(C(=O)Nc2ccccc2Cl)CC1	-4	89	-0.2	8	0.2	0.5	1.1	-2.4	3%
CCS(=O)(=O)Nc1ccc(C(=O)CC2(O)C(=O)Nc3ccc(Br)cc32)cc1 (centres undefined)	-8	87	0.53	0	-0.095	-0.49	1.1	-2.6	4%
OCCNCCCCCOc1ccc(F)cc1	-2	118	0.96	-2	0.31	0.11	1	-1.5	3%
COc1cccc(NC(=O)N2CCN(c3cccc(C)c3C)CC2)c1	-1	125	-0.22	2	-1.6	0.016	1	-1.6	3%
O=C(O)c1cccc(S(=O)(=O)Nc2ccc3oc(=O)sc3c2)c1	34	110	-0.22	11	-0.24	1.4	1.1	-1.1	8%
OC(COc1c(F)cc(Br)cc1F)CN1CCN(c2ccc(F)cc2)CC1 (centres undefined)	3	114	0.042	2	-0.13	-1.2	1.1	8.6	6%
c1cncc(-c2nc3cc(Cc4ccc5oc(-c6cccnc6)nc5c4)ccc3o2)c1	-3	45	0.69	11	-0.5	-1.1	1.2	0.4	6%
CC(=O)N1CCc2cc(S(=O)(=O)NC3CCCc4ccccc43)ccc21 (centres undefined)	-4	75	0.0046	9	0.88	.	1.1	2.2	9%
CCc1nc2c(cnn2-c2ccc(Cl)cc2)c(=O)n1-c1ccc2c(c1)OCCO2	-3	77	-0.18	7	-1.1	0.078	1	-1.1	2%
COCCCNC(=O)CSc1ccc(Cl)cc1	2	86	0.1	6	0.5	-0.72	1	-6.0	4%
Cc1nc(SCC(N)=O)[nH]c(=O)c1Cc1ccc(OC(C)C)cc1	-1	63	-0.00043	3	0.53	.	1.1	-2.8	1%
COC(=O)c1ccc(NC(=O)Cc2ccccc2)cc1	1	94	-0.2	.	-0.45	.	1.1	-0.5	0%
O=C(c1ccccc1)N1CCCCC(Sc2nnnn2-c2ccccc2)C1=O (centres undefined)	-4	105	0.44	5	-0.31	1.8	1.1	-1.8	2%
Cc1cc2oc(=O)cc(CN3CCC(C)CC3)c2c(C)c1Cl	0	107	0.0085	4	0.55	1.3	1.1	3.1	9%
O=C(Nc1ccccc1)N(CCCN1CCOCC1)Cc1ccccc1F	-4	134	-0.21	2	-0.15	-1.3	1.1	-5.2	5%
O=C(c1cc2ccccc2c(=O)o1)N1CCc2ccccc2C1	-4	89	0.00024	12	-0.42	-0.21	1.1	0.1	5%
O=C(Nc1ccc(NC(=O)C2CCCN2C(=O)OCc2ccccc2)cc1)c1ccco1 (centres undefined)	1	82	1	.	-0.67	-0.51	1.1	-5.0	4%
CS(=O)(=O)Nc1nnc(Cc2ccccc2)s1	-3	92	0.1	-6	-0.2	-0.017	1.1	-5.2	1%
Cc1nn(CC(=O)Nc2ccc3c(c2)nc(CN2CCCCC2)n3C)c(=O)c2ccccc12	-4	72	-0.55	1	-0.32	-0.087	1.2	-0.9	4%
CCOC(=O)N1CCN(C/C(C)=C/c2ccccc2)CC1	-2	112	-1.8	.	-0.94	-0.0063	1.1	-0.3	13%
O=C(Nc1ccccc1C(=O)N1CCCCC1)C1CCCCC1	-1	96	0.22	3	-0.16	-0.058	1.1	-0.7	7%
Cc1cc(-n2[nH]c(C)c(C)c2=O)nc(-c2ccccc2O)n1	5	79	0.00061	7	-0.4	-0.18	1.1	-0.8	4%
COC(=O)CSc1nnc(CNC(=O)c2ccccc2OC)n1C	-3	91	0.4	5	-0.39	-0.02	1.1	-0.7	7%
COc1cc(NC(=O)CSCc2cnn(-c3ccccc3)c2-n2cccc2)cc(OC)c1	-5	96	-0.66	3	-0.021	0.98	1.1	-0.7	2%

By substructure, the entries above containing an aryl methoxy group.
SMILES	Hsp90 block	Her2 expr inh	M1 antagonist	Ec RNAP inh	M1 agonist	D1 allo mod	Fluor 339 460	5HT1a ag	NADH coupling
COc1ccc(-c2noc(C3CCCN(S(=O)(=O)c4ccc(C)c(Cl)c4)C3)n2)cc1OC (centres undefined)	1	72	0.19	.	-0.31	-0.26	1.1	-3.1	5%
COc1cccc(OC)c1OCC(O)CN1CCN(c2ccccc2)CC1 (centres undefined)	0	130	0.41	4	-0.0034	-2.9	1.1	-2.5	15%
COc1cc(CN(C)CCc2ccccn2)cc(OC)c1OC	0	72	-0.28	5	1	-1.2	1.1	-1.8	22%
COC(=O)c1[nH]c2cc(OC)ccc2c1NC(=O)CN1CCN(c2cccc(C)c2)C(C)C1 (centres undefined)	0	61	-0.1	12	-0.085	0.61	1.5	1.8	1%
COc1ccc(CN2C(=O)C(O)(CC(=O)c3c(C)n[nH]c3C)c3ccccc32)cc1OC (centres undefined)	-1	97	0.16	4	-1.1	0.67	1	-0.9	3%
COc1cccc(C(=O)n2cnnc2N)c1OC	-3	119	-0.0014	7	0.65	-0.55	1	-3.0	2%
COc1ccc(OC)c(NC(=O)CCN2CCCC(C)C2)c1 (centres undefined)	41	66	-0.3	4	-0.0028	.	1.1	1.5	8%
COc1cccc(NC(=O)N2CCN(c3cccc(C)c3C)CC2)c1	-1	125	-0.22	2	-1.6	0.016	1	-1.6	3%
COC(=O)CSc1nnc(CNC(=O)c2ccccc2OC)n1C	-3	91	0.4	5	-0.39	-0.02	1.1	-0.7	7%
COc1cc(NC(=O)CSCc2cnn(-c3ccccc3)c2-n2cccc2)cc(OC)c1	-5	96	-0.66	3	-0.021	0.98	1.1	-0.7	2%
